NALP1 yeast inh: NALP1 inflammasome inhibitors in reconstituted yeast, colorimetric, S. cerevisiae, triplicate retest; inhibition, % at 10 µM; S. cerevisiae NALP1/ASC/caspase-1 growth, X-gal OD620, 72 h; hit rate 0.61% among 280,000; in the data active means inhibition mostly above about 24%, no sharp cut-off; inactive means mostly below about 32%; further: some compounds called inactive have numbers as strong as hits
PHOSPHO1 inh: PubChem AID 1565; recombinant PHOSPHO1, absorbance phosphatase assay; inhibition, % at 13.3 µM; hit rate 1.1% among 290,000; in the data active means inhibition above about 60%
Target sequence (Q8TCT1 whole entry, looked up): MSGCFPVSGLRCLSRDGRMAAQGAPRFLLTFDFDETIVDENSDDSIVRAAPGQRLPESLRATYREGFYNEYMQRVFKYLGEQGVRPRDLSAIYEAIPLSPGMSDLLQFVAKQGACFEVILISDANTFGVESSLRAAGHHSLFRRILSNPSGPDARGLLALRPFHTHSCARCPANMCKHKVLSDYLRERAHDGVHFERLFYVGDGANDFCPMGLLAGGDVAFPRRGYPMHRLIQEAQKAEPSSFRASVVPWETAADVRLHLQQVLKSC
GPR7 antagonist: GPR7 receptor antagonists, primary screen, cell-based, fluorescence, single concentration; Neuropeptides B/W receptor type 1 (Homo sapiens), P48145; GPR7-expressing cells, fluorescence antagonist assay; inhibition, % at 4.4 µM; hit rate 1.1% among 290,000; AID 1861, 2009; in the data active means inhibition above about 16%, passing the limit was not always enough;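 further: cells stimulated with the agonist NPW; 0% = agonist with vehicle and 100% = vehicle without agonist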
Target sequence (P48145 whole entry, looked up): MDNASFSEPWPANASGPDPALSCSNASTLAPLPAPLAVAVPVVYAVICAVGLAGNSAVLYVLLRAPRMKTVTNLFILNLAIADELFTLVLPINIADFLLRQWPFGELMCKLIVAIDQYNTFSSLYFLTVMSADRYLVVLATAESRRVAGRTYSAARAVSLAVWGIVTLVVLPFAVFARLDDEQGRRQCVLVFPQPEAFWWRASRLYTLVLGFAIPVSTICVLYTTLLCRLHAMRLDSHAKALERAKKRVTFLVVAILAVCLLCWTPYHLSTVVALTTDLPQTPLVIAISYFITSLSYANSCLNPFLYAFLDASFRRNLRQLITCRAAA
MEKK2 mut-MEK5: MEK5 binding signal on mutant MEKK2 PB1, primary screen, biochemical, multiplex bead flow cytometry, Alexa488-MEK5; Alexa488-MEK5 binding to MEKK2 mutant; percent response, % at 10 µM; hit rate 0.35% among 290,000; AID 1530, 2009; in the data active means percent response above about 24%, passing the limit was not always enough; further: inactives centre near 1; some results filed as inactive read as strong as hits; reference of the scale not given here
MEKK3 PB1 HTS: modulators of MEKK3-MEK5 PB1 binding, primary screen, biochemical, wildtype MEKK3, multiplex bead flow cytometry, Alexa488-MEK5; binding response (% of control), % at 10 µM; hit rate 1.4% among 290,000; bead-based flow cytometry, Alexa488-MEK5 binding to MEKK3; actives lie on both sides; 0 = blocked by unlabeled MEK5, 100 = vehicle; Mitogen-activated protein kinase kinase kinase 3 (Homo sapiens), Q99759;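 active means binding response more than 3 SD above or below the average of its plate-row segment, actives on both sides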;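 further: Alexa488 bead fluorescence after subtracting the streptavidin-only scavenger bead signal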
MEKK2 WT-MEK5: modulators of MEK5 binding to wildtype MEKK2, primary screen, biochemical, multiplex bead flow cytometry, Alexa488-MEK5 | Mitogen-activated protein kinase kinase kinase 2 (Homo sapiens), Q9Y2U5 | Alexa488-MEK5 binding to MEKK2 WT; actives lie on both sides | binding response (% of control), % at 10 µM | hit rate 1.1% among 290,000; in the data active means binding response below about 67% or above about 130%
M18AAP inhibitor: PfM18AAP inhibitors, malaria aminopeptidase, primary screen, biochemical, QFRET, recombinant enzyme | M18 aspartyl aminopeptidase (Plasmodium falciparum 3D7) | H-Glu-NHMec fluorogenic cleavage | inhibition, % at 7.35 µM | hit rate 1.2% among 290,000;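 active means inhibition above the campaign mean inhibition over all tested compounds plus 3 SD, cut at about 28% in these data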;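 further: 0% = plate median of test compound wells and 100% = 2 mM ZnCl2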
OXTR agonist: human OXTR agonists, primary screen, fluorescence, CHO-OTR cells, Fluo-8 calcium; hit rate 0.32% among 320,000; activation, % at 3 µM; AID 2435, 2010; Fluo-8 calcium fluorescence; normalized: DMSO 0%, oxytocin 100%; Oxytocin receptor (Homo sapiens), P30559;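 active means activation above the mean of all tested compounds plus 3 SD, cutoff set per screening run, cut at about 20% in these data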;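 further: peak over basal fluorescence ratio from a 100 s FLIPR kinetic read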
Target sequence (P30559 whole entry, looked up): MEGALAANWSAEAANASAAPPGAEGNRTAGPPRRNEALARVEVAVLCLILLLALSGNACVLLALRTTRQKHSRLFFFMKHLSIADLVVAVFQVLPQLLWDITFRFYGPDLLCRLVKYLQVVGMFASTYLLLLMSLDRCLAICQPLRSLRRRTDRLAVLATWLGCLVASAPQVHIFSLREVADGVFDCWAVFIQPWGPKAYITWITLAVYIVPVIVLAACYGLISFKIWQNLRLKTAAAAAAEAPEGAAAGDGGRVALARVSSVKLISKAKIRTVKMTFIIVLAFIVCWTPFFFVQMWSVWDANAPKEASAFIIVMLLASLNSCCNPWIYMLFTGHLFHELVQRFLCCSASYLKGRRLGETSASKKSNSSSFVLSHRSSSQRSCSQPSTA
DNA FID counter: compounds displacing fluorescent DNA intercalator, primary screen, artefact control for HCV NS3 helicase inhibitor project, biochemical, FID fluorescence. inhibition, % at 7.9 µM. DNA fluorescent intercalator displacement. hit rate 0.17% among 290,000; in the data active means inhibition above about 37%;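 further: 0% = vehicle and 100% = reference compound; higher means more ethidium bromide displaced from hairpin DNA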
Numbers without * were called inactive; · = no result given; [ ] = remark or other dose. An unsorted share of the library. Share with any hit: about 6.2%.

Start of the listing, in advance (2 entries):
SMILES	NALP1 yeast inh	PHOSPHO1 inh	GPR7 antagonist	MEKK2 mut-MEK5	MEKK3 PB1 HTS	MEKK2 WT-MEK5	M18AAP inhibitor	OXTR agonist	DNA FID counter
COc1ccc([N+](=O)[O-])cc1NC(=O)c1ccc(C)o1	41	-5	-7	1	187*	109	5	-1.9	-3
Cc1cccc2nc(CSc3nc4cc([N+](=O)[O-])ccc4s3)cn12	0	-7	-1	4	105	103	-9	-0.5	3

This part in full, from the first entry:
SMILES	NALP1 yeast inh	PHOSPHO1 inh	GPR7 antagonist	MEKK2 mut-MEK5	MEKK3 PB1 HTS	MEKK2 WT-MEK5	M18AAP inhibitor	OXTR agonist	DNA FID counter
COc1ccc([N+](=O)[O-])cc1NC(=O)c1ccc(C)o1	41	-5	-7	1	187*	109	5	-1.9	-3
Cc1cccc2nc(CSc3nc4cc([N+](=O)[O-])ccc4s3)cn12	0	-7	-1	4	105	103	-9	-0.5	3
CC(CC(=O)Nc1ccccc1)n1ccnc1 (stereo unspecified)	4	-14	-8	-1	102	97	-6	-0.2	-12
Nc1cc(C(F)(F)F)ccc1NCCc1ccccn1	16	10	-3	-11	100	98	18	-0.7	-10
Cc1cccc(/C=N/n2c(-c3cc(-c4ccccc4)n[nH]3)n[nH]c2=S)c1	46	31	-5	0	138*	101	18	-0.2	-2
O=C(c1ncn[nH]1)N1CCN(c2nc(-c3ccccc3)cs2)CC1	22	99*	4	7	100	104	2	15	-13
COc1ccc(-c2nc(-c3cccc(C)c3)nc(N3CCN(C)CC3)c2C#N)cc1	16	46	-14	32*	107	144	-10	0.3	-3
CCOC(=O)C(=CNc1ccc2c(c1)c1ccccc1n2CC)C(=O)OCC	13	16	-18	6	101	99	-5	-0.9	-4
NCCSSCCN	-10	8	·	9	114	122	·	0.2	·
COC(=O)N/N=C/c1cn(CCCOc2ccccc2)c2ccccc12	25	2	4	-3	95	93	-2	1.2	-17
Cn1c(NC(=O)c2cc(-c3ccc4c(c3)OCO4)nc3ccccc23)cc(=O)n(C)c1=O	-2	18	-1	·	·	·	4	-0.3	-7
COc1ccc(N2C(=O)[C@H]3[C@@H](C2=O)C2c4ccccc4C=NN2[C@H]3C(=O)C(C)(C)C)cc1 (stereo partly specified)	·	48	-4	-1	100	96	-7	-2.0	-32
COc1cccc(OC)c1OCCCCn1cnc2ccccc2c1=O	-2	24	-2	-7	113	102	1	0.8	-14
CCn1ncc(S(=O)(=O)Nc2cc(Cl)ccc2C)c1C	5	43	-9	5	99	100	-2	1.6	-9
O=C(O)CCc1nc2cccnc2n1Cc1ccccc1	2	9	-1	5	108	107	8	0.0	-2
O=C(Cn1c(=O)n(-c2ccc(F)cc2)c(=O)c2sccc21)NC1CCCCC1	-7	35	-11	-10	97	88	0	-0.4	4
O=C(NCc1nnc(SCc2ccc(C(F)(F)F)cc2)n1-c1ccccc1)C12CC3CC(CC(C3)C1)C2	34	-6	-3	3	106	107	-4	-2.2	-10
COc1ccc(CNC(=O)CNC(=O)c2ccc(C(C)(C)C)cc2)cc1OC	29	42	-5	-7	101	102	-7	-0.5	-30
CN(C)c1ccc(NC(=O)CN2CCC(O)(c3ccccc3)CC2)cc1	29*	24	0	-35	1.0*[inhibitor]	·	2	0.0	12
CCOC(=O)c1cc(-c2ccc(/C=N\n3cnnc3)o2)ccc1Cl	13	13	-5	-2	95	92	14	-2.4	-17
CC(=O)NC(c1ccc(C)cc1)c1cc(Cl)c2cccnc2c1O (stereo unspecified)	14	36	-19	3	105	104	4	·	-32
O=C(c1ccco1)N1CCN(Cc2nnc(-c3ccccc3)o2)CC1	0	33	-15	0	100	96	-1	-0.2	-5
O=C1CSC(c2ccc(Cl)cc2Cl)N1c1ccccn1 (stereo unspecified)	30	-3	-5	-1	103	100	-7	-1.9	-4
COc1ccc(C(=O)N2CCN(c3ccc(NC(=O)c4ccco4)cc3)CC2)cc1	8	53	4	3	95	100	7	-0.1	-37
CCC(=O)N1CCN(c2ccccc2NC(=O)COc2ccc(C(C)C)cc2)CC1	17	43	27*	0	97	103	0	-1.3	-56
COc1cc(C(=S)N2CCOCC2)cc(OC)c1OC(=O)Cc1ccc(F)cc1	26	-10	-2	-1	94	93	36*	0.2	-32
Cc1ccc(Cl)cc1N1CCN(C(=O)Cc2csc(Nc3nc(=S)[nH]c4ccccc34)n2)CC1	12	-14	-6	-11	109	87	6	-0.3	3
COc1ccc(CC(CC(=O)O)C(=O)Nc2ccc(Cl)c(Cl)c2)cc1 (stereo unspecified)	28	·	-10	5	106	107	-4	1.3	-31
CCOC(=O)C1(Cc2ccc(OC)cc2)CCN(C(=O)CN2CCOC2=O)CC1	-10	17	-2	-11	89	80	4	0.6	-19
CCOc1cccc(C(=O)Nc2ccc3c(c2)OCCO3)c1	18	34	1	-21	26*[inhibitor]	38*[inhibitor]	-10	-1.4	-10
COc1ccc(N/N=C(/Oc2ccc([N+](=O)[O-])cc2)C(C)=O)cc1	2	-4	-6	3	123	108	-7	1.0	3
Cc1ccc(-n2c(O)c(C=NC3CCS(=O)(=O)C3)c3ccccc3c2=O)c(C)c1 (stereo unspecified)	6	33	-12	2	99	102	7	0.6	-17
COc1ccc(CN2C(=O)c3cccnc3C2=O)cc1S(=O)(=O)N1CCCCC1C (stereo unspecified)	-14	29	-2	7	107	106	-2	0.2	-38
O=C(COC(=O)c1cncc(Br)c1)Nc1nc(-c2ccc(F)cc2)cs1	3	-2	-4	-1	101	99	6	1.1	-4
CCOC(=O)c1c(O)c2ccccc2oc1=O	-3	19	-13	-4	88	87	-2	-0.2	-15
COc1ccc(CNC(=O)CCCn2nc(C)c3c(C)n(-c4ccccc4)nc3c2=O)cc1	-10	21	-14	2	102	102	-2	-1.9	-47
COc1ccc(C2C(C#N)=C(N)OC3=C2C(=O)CCC3)cc1OC (stereo unspecified)	-7	19	0	-1	103	93	5	0.1	-1
Cc1cc(C)c2nc(-c3ccccn3)cc(C(=O)n3cccn3)c2c1	-11	-5	-9	-1	99	96	4	1.5	-14
Cc1cccnc1-n1c(CCN2C(=O)c3ccccc3C2=O)nc2ccccc2c1=O	-10	18	-2	4	97	98	-11	-2.1	-12
CCCC(=O)C1=C(O)C(C(=O)OC)C(C)(C)CC1=Nc1cccc2ccccc12 (stereo unspecified)	6	1	-9	2	90	95	0	-2.2	-31
OC(CN1CCOCC1)CN(c1ccccc1)c1ccccc1 (stereo unspecified)	-1	-12	6	-5	86	87	-2	0.4	3
COc1cc(NC(=O)CN2CCC(C(N)=O)(N3CCCCC3)CC2)c(OC)cc1Cl	-16	0	-3	-3	92	99	-6	0.4	-3
Cc1cc(=O)[nH]c(SCCc2ccccc2)n1	17	30	19	2	99	100	-9	-1.9	-4
CN1CCN(CCCNC(=O)c2ccc3c(=O)n(CCc4ccccc4)c(=O)[nH]c3c2)CC1	-5	28	-9	0	101	108	0	0.8	22
COc1ccccc1CNC(=O)c1cnn2c(C(F)F)cc(C)nc12	-2	5	-11	1	100	103	-1	-1.3	-7
O=C(NC1CCS(=O)(=O)C1)c1cn(-c2ccccc2)nc1-c1ccccc1 (stereo unspecified)	-10	-10	-5	5	101	105	-12	1.1	-8
CC(=O)N/C(=C\c1ccc(F)cc1)C(=O)NC(Cc1ccccc1)C(=O)O (stereo unspecified)	·	27	-18	-3	100	96	-5	1.2	-5
CCCC(=O)O[C@@H]1C[C@@H](C)N(C(=O)c2ccccc2)c2ccc(C)cc21	-11	9	-9	5	101	102	-3	-2.3	-28
O=C(N/N=C/c1ccc(Cl)cc1)c1ccc2c(c1)OCO2	28	32	13	3	106	104	-15	1.1	-4
COc1ccc(C(=O)n2nnc3ccccc32)cc1Br	-14	-47	-3	5	102	103	-4	0.9	-1
C1=C(c2ccccc2)N2CCN=C2S1	6	9	-7	-5	92	94	0	0.5	-1
COCCNC(=O)CS(=O)Cc1nc(-c2ccc(OC)cc2)oc1C (stereo unspecified)	-16	17	-14	1	108	108	-4	-1.0	-7
C/C=C(/C)C(=O)Nc1cccc(C2=NOC3(C2)C[C@@H](C(N)=O)N(C(=O)[C@H]2CCC(=O)N2)C3)c1 (stereo partly specified)	·	35	·	-6	90	95	·	-0.5	·
Cc1cccc(NC(=O)CSc2nnc([C@@H](N)Cc3ccccc3)o2)c1C	3	-2	-12	-3	99	95	0	0.8	-4
COc1cc(C2C3=C(CC(C)(C)CC3=O)OC(N)=C2[N+](=O)[O-])ccc1O (stereo unspecified)	-9	11	2	14	99	103	17	0.6	3
Cc1cc(C)c2cc(C)c(SCC(=O)NCc3ccco3)nc2c1	6	25	-4	-8	107	93	-5	-1.5	-26
Cc1cccc(C)c1NC(=O)N1CC=CCC1	32	50	14	-2	103	102	-4	·	-2
COc1cc(C(=O)O)c2c(c1C)OC(=O)c1c(C)cc(O)c(C=O)c1O2	·	·	·	0	100	91	·	0.2	·
COCCCNC(=O)/C(C#N)=C/c1ccc(F)cc1	14	28	10	-2	94	95	-1	1.5	-5
Cc1cccc(N2CCN(S(=O)(=O)c3c(C)noc3/C=C/N(C)C)CC2)c1C	-5	34	-11	-1	103	99	-3	0.0	-27

The list goes on.
SMILES	NALP1 yeast inh	PHOSPHO1 inh	GPR7 antagonist	MEKK2 mut-MEK5	MEKK3 PB1 HTS	MEKK2 WT-MEK5	M18AAP inhibitor	OXTR agonist	DNA FID counter
CC(=O)Nc1ccc(Nc2cc(C)nc3c(-c4ccccc4)c(C)nn23)cc1	31	-15	-1	-5	91	94	-9	3.5	-16
O=C(CSc1nc2ccccc2c(=O)n1-c1ccccc1)N1CCN(CCO)CC1	11	24	-18	-21	2.0*[inhibitor]	3.0*[inhibitor]	-1	-0.6	3
CCn1nc(NS(=O)(=O)c2ccc([N+](=O)[O-])cc2)c2cc3ccc(C)cc3nc21	14	-14	-4	1	102	97	1	-0.8	-18
O=C(Nc1ccc(Cl)c(C(F)(F)F)c1)C(=O)N1CCCCC1	34	-16	7	2	98	110	-7	2.1	-12
Cc1cccc(C(=O)NCCC(=O)Nc2ccc(C#N)cc2)c1	6	28	-5	-1	101	99	-3	1.3	-8
Cc1cc(NC(=O)CCC2CCCC2)no1	3	-7	-19	-1	98	97	3	-0.1	-4
C=CCn1c(SCC(=O)Nc2c(C)n(C)n(-c3ccccc3)c2=O)nc2scc(-c3ccccc3)c2c1=O	4	19	10	-5	99	95	-20	-2.7	-49
CC(C)(C)Cc1nnc(NC(=O)CCc2ccccc2)s1	-3	·	12	-3	94	98	-5	-1.3	-28
CCOc1ccccc1NC(=O)CN(C)S(=O)(=O)c1cccc2nsnc12	7	-13	-2	5	115	104	1	-1.0	-13
COc1cccc(/C=C2/C(=O)NN(c3ccccc3)C2=O)c1	14	29	-6	-6	93	96	19	·	-8

Rewritten with values under each structure: entries from further up.
Each structure is followed by: NALP1 yeast inh	PHOSPHO1 inh	GPR7 antagonist	MEKK2 mut-MEK5	MEKK3 PB1 HTS	MEKK2 WT-MEK5	M18AAP inhibitor	OXTR agonist	DNA FID counter
O=C(Nc1ccc(Cl)c(C(F)(F)F)c1)C(=O)N1CCCCC1
    34	-16	7	2	98	110	-7	2.1	-12
CC(=O)Nc1ccc(Nc2cc(C)nc3c(-c4ccccc4)c(C)nn23)cc1
    31	-15	-1	-5	91	94	-9	3.5	-16
CCn1nc(NS(=O)(=O)c2ccc([N+](=O)[O-])cc2)c2cc3ccc(C)cc3nc21
    14	-14	-4	1	102	97	1	-0.8	-18

From PubChem BioAssay
